# Screening results from PubChem.
# aGal spleen mod – alpha-galactosidase A (human) modulation | human spleen homogenate, 4MU-alpha-Gal fluorescence, 40 min | Potency, µM (top dose mostly 80 µM), inactives show at the highest dose activity change, negative = inhibition, hits mostly inhibitors | P06280 | 0.008% of 240,000 active;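 also: 0% = enzyme with vehicle and -100% = no enzyme basal signal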
#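 qHTS titration in buffer at pH 5.0. Alpha-galactosidase activity in spleen homogenate was measured via 4-methylumbelliferone release from 1 mM fluorogenic substrate after 40 min at 37C and a pH 10 stop. AC50 came from Hill fits of control-normalized data.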
# GAA inh – blocks human lysosomal alpha-glucosidase | P10253 | purified human GAA, 4-MU-alpha-glucoside fluorescence | 0.005% of 200,000 active | AID 1466 | Potency, µM (highest dose often 76.9 µM), for the others: top-dose activity change, negative = inhibition, most hits filed as inhibitors;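 also: plate controls were uninhibited enzyme wells for no effect and no-enzyme background for full effect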
#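 Compounds are titrated up to 77 uM against 4 nM human enzyme. Substrate 4-methylumbelliferyl-alpha-D-pyranoside (400 uM) reacts 20 min at room temperature in pH 5.0 buffer; liberated 4-methylumbelliferone is read at 440 nm.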
# ALDH1A1 inh – ALDH1A1 (human) enzyme inhibition; P00352; Purified ALDH1A1, NADH fluorescence, propionaldehyde substrate; Potency, µM (top dose mostly 75.3 µM), for inactives: top-dose activity, negative = inhibition, actives largely listed as inhibitors; 7.3% of 220,000 active; active = well fitted inhibition curve with a large enough effect, not every such curve was filed as active; inconclusive = small, poorly fitted or top-dose-only effect, or another doubt; inactive = no such curve, though single readings can be large or run the other way;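 also: plate controls were no enzyme wells and a reference inhibitor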
# Target sequence (P00352 whole entry, looked up): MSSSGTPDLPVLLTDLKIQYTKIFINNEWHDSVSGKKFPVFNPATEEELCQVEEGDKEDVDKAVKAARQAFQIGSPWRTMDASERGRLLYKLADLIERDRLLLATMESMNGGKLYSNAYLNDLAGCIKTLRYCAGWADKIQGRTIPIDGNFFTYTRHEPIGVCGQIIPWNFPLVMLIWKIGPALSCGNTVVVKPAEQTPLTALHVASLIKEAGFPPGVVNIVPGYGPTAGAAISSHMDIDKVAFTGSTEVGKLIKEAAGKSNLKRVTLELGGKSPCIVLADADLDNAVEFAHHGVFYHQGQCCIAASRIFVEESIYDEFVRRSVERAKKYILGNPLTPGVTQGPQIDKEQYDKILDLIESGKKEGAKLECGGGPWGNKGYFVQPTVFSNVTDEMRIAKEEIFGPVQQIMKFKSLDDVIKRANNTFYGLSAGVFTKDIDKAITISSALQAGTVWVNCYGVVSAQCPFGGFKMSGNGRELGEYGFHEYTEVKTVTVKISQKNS
# SMN2 splice up – enhancers of SMN2 splice variant expression; Potency, µM (highest dose often 46.1 µM), without a hit: at the highest dose activity change, positive = activation, most hits filed as activators; HEK293 SMN2-luciferase splicing reporter, luminescence, 30-36 h; 2.8% of 210,000 active; also: % of control where 0% means no effect; nearly all actives have a fitted effect of over 55% in size
#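 HEK293 cells carry an SMN2 […]–luciferase reporter in which exon 7 inclusion puts luciferase in frame. Cells were plated 10-12 h before compound addition, then incubated 30-36 h at 37C. ONE-Glo luminescence was read; sodium butyrate at 4.5 mM final served as control.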
# GAA spleen mod – inhibits or activates alpha-glucosidase in human spleen homogenate | 0.006% of 240,000 active | Potency, µM (series often up to 79.9 µM), inactives show at the top dose activity change, negative = inhibition, most hits filed as inhibitors | human spleen homogenate, 4-MU-alpha-glucoside fluorescence | AID 2112;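 also: 0% = enzyme with vehicle and -100% = no enzyme basal signal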
#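 Compounds were titrated against alpha-glucosidase in spleen homogenate at pH 5.0, with 1 mM 4-methylumbelliferyl substrate for 40 min at 37 C. Reactions were quenched with pH 10 NaOH/glycine and fluorescence measured.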
# GAA glycogen mod – inhibitors or activators of human alpha-glucosidase glycogen cleavage | 0.38% of 300,000 active | recombinant GAA, glycogen substrate, Amplex Red glucose oxidase fluorescence | Potency, µM (highest dose often 76.4 µM), inactives show at the highest dose activity change, negative = inhibition, most hits filed as inhibitors;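 also: 0% = full enzyme reaction and -100% = no-enzyme basal signal; the screen sought inhibitors and activators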
#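 qHTS, 1536-well; enzyme 4 nM final; cpd up to 77 uM; substrate bovine liver glycogen 30 ug; 50 mM citrate/phosphate pH 5.0, 0.01% Tween-20; 37 C, 40 min; Amplex Red detection 45 min RT; Hill fit → AC50.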
# RGS12 GoLoco inh – RGS12 GoLoco-Gai1 interaction inhibition; AID 880; Potency, µM (highest dose often 61.6 µM), for inactives: at the top dose activity, negative = inhibition, actives largely listed as inhibitors; 0.44% of 230,000 active; P63096; Gai1:RGS12 GoLoco peptide FP, rhodamine, 10 min; active = well fitted inhibition curve with a large enough effect, not every such curve was filed as active; inactive = no such curve, though single readings can be large or run the other way; also: % is scaled to controls: 0 for no effect and ±100 for the full control effect; nearly all actives have a fitted effect of over 30% in size; many of its hits are not listed in these tables
# KDM4E inh – blocks human JMJD2E demethylase activity; JMJD2E catalytic domain, FDH-coupled NADH fluorescence (FDH is formaldehyde dehydrogenase); Potency, µM (top dose mostly 57.1 µM), without a hit: top-dose activity change, negative = inhibition, hits mostly inhibitors; 1.6% of 230,000 active; AID 2147; active = well fitted inhibition curve with a large enough effect, not every such curve was filed as active; inconclusive = small, poorly fitted or top-dose-only effect, or another doubt; inactive = no such curve, though single readings can be large or run the other way;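 also: 0% = wells with enzyme and -100% = buffer wells without enzyme; nearly all actives have a fitted effect of over 50% in size; many of its hits are not listed in these tables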
# Target sequence (B2RXH2 1-337 limits assumed): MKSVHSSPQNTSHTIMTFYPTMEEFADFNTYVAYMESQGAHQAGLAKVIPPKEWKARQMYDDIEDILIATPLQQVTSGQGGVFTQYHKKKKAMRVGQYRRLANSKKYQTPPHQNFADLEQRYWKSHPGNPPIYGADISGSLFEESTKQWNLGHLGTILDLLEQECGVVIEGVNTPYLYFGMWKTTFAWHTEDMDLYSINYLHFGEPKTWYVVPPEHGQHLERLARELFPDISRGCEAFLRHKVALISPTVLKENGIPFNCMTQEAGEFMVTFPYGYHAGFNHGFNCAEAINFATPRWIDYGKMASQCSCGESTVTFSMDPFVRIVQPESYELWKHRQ
# * = called active by the depositor; ? = inconclusive; . = not tested or not shown; & = joins results of further samples; [ ] = another dose, or the depositor's remark. Unless noted, calls follow the shape of the dose curve; as a rule, active = well fitted curve in the direction sought with a large enough effect; inconclusive = small, poorly fitted or top-dose-only effect, or another doubt; inactive = no such curve, though single readings can be large; an effect the other way counts as inactive or inconclusive. Potency is read from the fitted curve at half-maximal effect.
# Sequence of screens – aGal spleen mod | GAA inh | ALDH1A1 inh | SMN2 splice up | GAA spleen mod | GAA glycogen mod | RGS12 GoLoco inh | KDM4E inh
> Cc1cc(C(=O)CSc2nncs2)c(C)n1Cc1ccco1
  0% | ? | ? | 3% | 2% | 5% | -11% | -16%
> O=C1OCCN1C(=O)[C@H]1[C@H](c2ccc(F)cc2)C(c2ccc(F)cc2)=NN1c1ccccc1
  8%&8% | 4% | 3% | -13% | 2%&0% | -15% | 31%&8%[activator] | 1%
> Cc1ccc(NC(=O)c2ccc(OC(=O)CCN3C(=O)c4ccccc4C3=O)cc2)cc1
  0% | -1% | ? | 14µM* | -4% | 7% | 3% | -14%
> COC(=O)c1ccccc1NC(=O)Cn1nc2n(C)c3ccccc3n2c(=O)c1=O
  -6% | 10% | 6% | 2% | 0% | 13% | -8% | -12%
> O=C1CCSc2cccc3cccc(c23)N1
  2% | -2% | 3% | 16% | 4% | 1% | 8% | -8%
> COc1cccc(/C=C/c2ccccn2)c1O
  -10% | . | . | . | 6% | ? | -3% | ?
> Cc1ccccc1OCC(=O)O/N=C(\N)Cc1ccc(Cl)cc1
  -14% | -2% | -3% | -1% | -8% | 12% | -4% | -7%
> CC(C)(C)OC(=O)NCC(=O)NCC(=O)OCc1ccccc1
  2% | 4% | 0% | -5% | 2% | 3% | 0% | 1%
> CC1CCN(c2ncnc3ccccc23)CC1
  3% | -1% | 6% | -86%[inhibitor] | 3% | 4% | 8% | 7%
> CC(=O)NN1C(=O)/C(=C/c2ccc(Br)o2)SC1=S
  -8% | ? | 25µM* | 5% | -16% | 2% | 43%[activator] | ?
> CN(CCc1ccccn1)c1ncnc2[nH]ncc12
  5% | 2% | 3% | 28% | 3% | 5% | -11% | -24%
> COc1ccc(CN(C)CC(=O)Nc2cc(OC)c([N+](=O)[O-])cc2C)c(OC)c1
  -5% | -12% | 4% | -38%[inhibitor] | -6% | 7% | -11% | -1%
> O=c1[nH]nc(CNc2ccc(C(F)(F)F)cc2)c2ccccc12
  2% | -4% | 14% | -9% | . | 2% | 4% | -1%
> Cc1ccc(-c2nc(N)n(C(=O)Cc3ccccc3)n2)cc1
  -10% | 5% | 3% | 12% | -20% | -2% | 11% | ?
> O=C(O)CN1C(=O)CCS(=O)c2ccccc21 (configuration not stated)
  -21% | -4% | -10% | 3% | -18% | 4% | 5% | 0%
> CCN(CC)CCNC(=O)C12CC3CC(C)(CC(C)(C3)C1)C2
  -3% | 0% | 12% | -10% | 1% | -6% | -5% | -1%
> O=C(Nc1cccc(F)c1)N1CCCC2(CCNCC2)C1
  -9% | . | 16% | 3% | 1% | . | -12% | .
> Cn1c(Sc2ccccc2Cl)c(C=O)c2ccccc21
  -9% | -4% | 9% | . | -2% | -17% | . | 1%
> CCCS(=O)(=O)NCc1cn2c(C)csc2n1
  0% | 4% | 8% | 11µM* | -3% | 0% | 7% | 11%
> O=C(OC(C(=O)Nc1ccc(Cl)cc1C(F)(F)F)c1ccccc1)C1=COCCO1 (configuration not stated)
  2% | ? | 2% | -32%[inhibitor] | -4% | -2% | -9% | 9%
> CCc1nnc(NC(=O)CSc2nnc(COc3ccccc3)n2Cc2ccccc2)s1
  7% | 8% | -2% | 16% | -6% | 13% | 0% | 3%
> O=[N+]([O-])c1ccc(O)c(-c2nn[nH]n2)c1
  -19% | -10% | 1% | -3% | -15% | 1% | 9% | 0.4µM*
> COc1ccc(C(=O)c2ccc(O)cc2)c(O)c1O
  4% | . | ? | 6% | -6% | . | -1% | 16µM*
> COC(=O)[C@@]1(Cc2ccccc2)[C@@H]2[C@@H](CC(=O)[C@H]2CC(=O)C(=O)N(C)C)CN1C(=O)c1ccccc1
  2% | . | 4% | -5% | 5% | . | -2% | 3%
> Cn1nnc(NC(=O)c2ccco2)n1
  -5% | -6% | 2% | -16% | 1% | -8% | 4% | 8%
> COc1ccccc1Nc1nc(N)nc(CSC(=S)N2CC(C)CC(C)C2)n1 (configuration not stated)
  7% | -7% | ? | 3% | -1% | -6% | -6% | -10%
> O=C(CSc1nc2c(c(=O)n1-c1ccc(Cl)cc1)SCC2)Nc1ccc2c(c1)OCCO2
  -15% | -2% | -7% | -12% | 10% | 1% | -6% | -5%
> COc1ccccc1C(=O)O/N=C(\N)c1ccccc1Cl
  -14% | -1% | -3% | 22µM* | -4% | 7% | -2% | 0%
> O=C1C2C3CCC(C3)C2C(=O)N1Cc1ccccc1 (configuration not stated)
  -12% | -8% | -46% | 2% | -2% | 15% | 1% | 2%
> OCc1ccc(-c2ccc(-c3ccc(CO)s3)o2)s1
  ? | . | ? | . | 17% | . | -6% | .
> O=c1c2c(-c3ccccc3)csc2nc2c3ccccc3c(NCCN3CCOCC3)nn12
  3% | ? | ? | -114%[inhibitor] | 6% | 6% | 18% | ?
> Cc1ccccc1CSCC(=O)NC(=O)NC(C)(C)C
  12% | 0% | 10% | 10% | 3% | 0% | -2% | 8%
> Cc1cc(NC(=O)CSc2nc3ccccc3[nH]2)no1
  -5% | 8% | 10% | 4% | -8% | 13% | 1% | -4%
> Cc1ccc(Cn2ccc(NC(=O)c3c(-c4ccccc4Cl)noc3C)n2)cc1
  0% | -4% | -15% | 10% | -2% | -10% | 6% | 5%
> COC(=O)[C@@]1(C)C=C[C@@H](Cc2ccccc2)N1C(=O)c1ccccc1
  2% | . | -1% | -8% | -7% | . | 2% | -10%
> Cc1ccc(NC(=O)Nc2nnc(-c3ccccc3)o2)cc1
  12% | 8% | 8% | 25% | 4% | -1% | 21% | ?
> CC(=O)c1ccccc1OCCOc1ncnc2sccc12
  0% | 2% | 0% | 3% | -8% | 8% | 9% | 2%
> Cc1nc2nc(C)c(CCC(=O)N3CCN(c4ccccc4)CC3)c(C)n2n1
  1% | -3% | -6% | 23% | 3% | -9% | 2% | 3%
> S=C(NCCCn1ccnc1)NC1CCCCC1
  -12% | ? | 2% | 20% | -3% | 11% | 8% | 8%
> Nn1c(SCC(=O)Nc2cc(S(=O)(=O)N3CCOCC3)ccc2Cl)nnc1-c1cccnc1
  -9% | -6% | 6% | -3% | -8% | 8% | 14% | -6%
> CC(C)OCCCNC(=O)C1CCC(CNS(=O)(=O)c2ccccc2)CC1 (configuration not stated)
  4% | 2% | 3.5µM* | -37% | 0% | 1% | -5% | -1%
> CCC1(CC)C(=O)N(C)C(=O)NC1=Nc1ccc(OC)cc1
  3% | ? | 8% | 2% | -2% | 4% | -1% | 6%
> O=C(O)c1cccc(S(=O)(=O)NCc2cccs2)c1
  5% | 5% | -5% | 16% | 1% | -7% | 8% | 0%
> Cc1ccc(/C=N/n2cnc3sc(-c4ccccc4)cc3c2=O)o1
  22% | 2% | 32µM* | -7% | -2% | 2% | 6% | -13%
> CCOc1ccc(OCc2ccc(C(=O)Nc3ccc(Cl)cn3)o2)cc1
  -5% | -3% | -6% | 18µM* | -9% | -5% | 1% | ?
> NC(=S)c1cc2cc(Br)ccc2oc1=O
  -9% | 6% | ? | -15% | 3% | -3% | 1% | 7%
> CC(=O)Nc1nc2c(s1)C(=O)NCCC2
  -1% | 0% | -9% | 1% | 3% | 9% | 15% | -10%
> Oc1ccc2nc(Cc3ccccc3)[nH]c2c1
  -1% | -7% | 14% | 45% | -2% | ? | 5% | 6%
> CCOC(=O)C1C(=O)NCC2CCCC21 (configuration not stated)
  -1% | -6% | -4% | 2% | 6% | -5% | 6% | 7%
> CC1(C)CC(=O)C(C(c2ccco2)C2C(=O)CC(C)(C)CC2=O)C(=O)C1
  -9% | 2% | ? | -8% | -11% | -18% | 4% | -21%
> COC(=O)Nc1nn(-c2ccc(C)cc2)c(=O)c(C#N)c1C
  -2% | -9% | 4% | -4% | 0% | -3% | 4% | 0%
> N=c1c2c(ncn1CCN1CCOCC1)Oc1ccc3ccccc3c1C2c1ccccc1 (configuration not stated)
  3% | -16% | 1% | 16% | 3% | -1% | 3% | 5%
> O=C(CN(c1ccccc1)S(=O)(=O)c1ccccc1)N1CCN(Cc2ccc3c(c2)OCO3)CC1
  10% | -9% | -3% | -53%[inhibitor] | 2% | -5% | 1% | 3%
> O=C(NCC1COc2ccccc2O1)C1CCCN(S(=O)(=O)c2cnc[nH]2)C1 (configuration not stated)
  -4% | 6% | -1% | 3% | 0% | -6% | -5% | 1%
> COC(=O)c1ccc(NC(=O)CSc2nnc(CNc3ccc(OC)cc3)n2C)cc1
  3% | 6% | 28µM* | -18% | -3% | -5% | 5% | -11%
> CCn1c(SCc2cc(=O)[nH]c3ccccc23)nnc1C1CC1
  6% | 6% | ? | -1% | 0% | -10% | -5% | 3%
> C1=CC2CCC1ON2c1ccccc1 (configuration not stated)
  -3% | 0% | -14% | 1% | -7% | 0% | 2% | 0%
> CC(C)NC(=O)/C(=C/c1ccco1)c1ccccc1
  9% | 6% | -6% | 1% | -11% | 0% | -17% | -2%
> CNC(=O)Nc1cccc2cccnc12
  6% | 8% | 8% | . | 2% | -1% | -2% | -11%
> COc1ccc(CN(C)Cc2nc(Cc3ccccc3Cl)no2)cc1OC
  -5% | -8% | -15% | . | -5% | 6% | 4% | 12%

# New compounds follow:
# Sequence of screens – aGal spleen mod | GAA inh | ALDH1A1 inh | SMN2 splice up | GAA spleen mod | GAA glycogen mod | RGS12 GoLoco inh | KDM4E inh
> CCn1c(C)nc2cc(C(=O)NNS(=O)(=O)c3ccc(C)c(C)c3)ccc21
  1% | 10% | -10% | -2% | -7% | -21% | 102%[activator] | 3%
> COc1cc(NC(=O)Cc2ccccc2)c(C(=O)O)cc1OC
  -11% | . | 3% | . | 3% | 16% | 0% | -10%
> Cc1ccc(S(=O)(=O)Nc2ccccc2C(=O)Nc2nc(-c3ccc(F)cc3)cs2)cc1
  -3% | ? | ? | -49%[inhibitor] | 1% | -13% | -20% | 11%
> O=c1ccc2ccc(Oc3ccc(Cl)cc3[N+](=O)[O-])cc2o1
  2% | 4% | 0% | 0% | -1% | 2% | -5% | -14%
> Cc1ccc(C(O)(COC(=O)C(C)C)COC(=O)C(C)C)c(O)c1
  -2% | . | 7.9µM* | . | 4% | 8% | -4% | -6%
> CS(=O)(=O)N(Cc1ccccc1)c1ccccc1C(=O)Nc1ccccc1C(=O)NCc1ccco1
  3% | -7% | ? | 10% | -6% | 1% | 4% | -6%
> CCOC(=O)C(Cc1cc(C(C)=O)ccc1OC(C)C)C(=O)OCC
  3% | -2% | ? | . | -3% | -12% | 14% | 7%

# Not all compounds are listed; the hit share may differ from the screen's.
